# Yfh1-off respiration: enhancers of respiration in Yfh1-depleted yeast, dose response, Friedreich's ataxia, plus single-dose screen (AID 1465). S. cerevisiae Yfh1-off respiration, WST-1 reduction, 72 h; higher fold induction means a stronger effect. one-dose fold induction at 50 µM; EC50 in µM for titrated hits. 220,000 compounds, 0.074% hits;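 active = fold induction of absorbance versus untreated yeast above a set limit, then at least 30% activation at any dose in follow-up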;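 also: activators that raise dye reduction in frataxin-depleted yeast; strong numbers were not always called active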
# Insulin prom up: MIN6 insulin promoter up-regulation; MIN6 insulin promoter-GFP reporter, high-content imaging; active compounds read high; z-score at 5 µM; 190,000 compounds, 0.3% hits;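 active = z-score above 3 at 5 µM with at least 500 cells counted in the well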
# Dynein transport: blocks dynein driven cargo transport along microtubules. 3617.4 mouse cells, GR-EGFP nuclear translocation imaging; test concentration mostly 20 µM; stimulated with dexamethasone, 1 µM; active compounds read low. 220,000 compounds, 0.47% hits. z-score, hits read low. AID 1381;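 active = plate z-score of nuclear minus cytoplasmic receptor signal below a set negative limit, without overly bright fluorescence or cell loss, cut at about -3.5 in these data, passing the limit was not always enough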;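 also: z-score of nuclear minus cytoplasmic ring GR-EGFP intensity difference per well; some compounds called inactive have numbers as strong as hits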
#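 medium = tetracycline-free induction medium containing charcoal-stripped FBS | also added = 1.0 µM final dexamethasone stimulus | schedule = 48 h induction, 1 h compound, 30 min dex at 37 °C | technique = fixed, Hoechst-stained cells imaged at 10x for EGFP | measure = GR-EGFP nuclear translocation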
# MT stabilize HCS: microtubule stabilization, imaging screen; 200,000 compounds, 0.83% hits; AID 2205; % tubulin-high responders, % at 10 µM; HeLa tubulin immunostaining HCS, 24 h; share of cells brighter than vehicle mean+2SD;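 active = plate Z-score above 3 for both tubulin-high and condensed-nucleus cell shares, with cell loss under 80%, at 10 µM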;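 also: anti alpha tubulin signal scored within the nucleus-defined area of each cell; some results filed as inactive read as strong as hits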
# NOD2 inhibition: NOD2 signaling inhibitors, cell-based, luminescence, uHTS, HEK293 (AID 1566); HEK293 NOD2/NF-kB luciferase reporter, luminescence; higher % means a stronger effect; inhibition, % at 4 µM, or EC50 in µM where a hit was titrated; 290,000 compounds, 0.63% hits; in the data active = inhibition above about 50%; also: many of its hits are not listed in these tables
# Autophagy mod: autophagy modulation, high-content screen | MEF GFP-LC3 puncta imaging; test concentration mostly 10 µM | calls only at 10 µM (by protocol) | 190,000 compounds, 0.98% hits | AID 463193;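 active = percentage of spot-positive cells more than 3 SD above its plate mean, without a fluorescence outlier flag or 80% toxicity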;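 also: spot-positive cell cutoff set from DMSO-treated cells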
# NOD1 NF-kB reporter: inhibition of NOD1-driven NF-kB reporter – cell-based, luminescence, uHTS, primary screen (AID 1578). 290,000 compounds, 1% hits. NOD1-driven NF-kB luciferase reporter cells, luminescence; higher % means a stronger effect. inhibition, % at 4 µM, or EC50 in µM where a hit was titrated; in the data active = inhibition mostly above about 36%, no sharp cut-off; inactive = mostly below about 34%;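 also: HEK-293T reporter cells stimulated with the NOD1 agonist gamma-tri-DAP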
# b-catenin transl: alters nuclear translocation of beta-catenin in HeLa cells | immunofluorescence imaging | 190,000 compounds, 0.3% hits | AID 1665 | nuclear translocation activity, % at 5 µM;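 active = nuclear translocation activity above 50% at 5 µM, with a well cell count of 50 or more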;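 also: per-cell ratio of nuclear to cytoplasmic median beta-catenin stain intensity; plate controls were DMSO negative control for no effect and GSK-3 inhibitor IX positive control for full effect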
#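 System: HeLa cells, endogenous beta-catenin; compound dosing: 5 µM primary single dose, 0.1% DMSO, 0.02–20 µM confirmation series; incubation: 24 h compound exposure at 37°C, 5% CO2; signal: beta-catenin immunofluorescence imaging with DAPI; evaluation: % activation, nuclear-to-cytoplasmic median beta-catenin signal ratio per cell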
# P. falciparum M17LAP: P. falciparum M17LAP inhibitors, primary screen, biochemical, fluorogenic H-Leu-NHMec substrate, 1536-well (AID 1619) | 220,000 compounds, 0.38% hits | inhibition, % at 30 µM; hits with a dose series show IC50 in µM | recombinant M17LAP, H-Leu-NHMec fluorogenic kinetic assay; higher % means a stronger effect;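 active = compound inhibiting the enzyme by more than half at any dose during confirmatory dose-response retesting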;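 also: plate controls were full reaction with DMSO carrier for no effect and no enzyme background for full effect; strong numbers were not always called active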
# Dynein transport cytoplasmic EGFP: further read-out of Dynein transport, marked with its call; z-score; measured here: cytoplasmic GR-EGFP intensity; active compounds read high
# Dynein transport nuclear GR-EGFP: further read-out of Dynein transport, marked with its call; z-score; measured here: nuclear GR-EGFP intensity;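 lower value marks the stronger effect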
# Dynein transport cell count: also measured in Dynein transport; calls as there; z-score; measured here: cell count per field
# Insulin prom up cell count: also measured in Insulin prom up; calls as there; cell count; measured here: cytotoxicity, nuclei count;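 total cells summed across four imaged fields per well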
# b-catenin transl cell count 5 µM: recorded beside b-catenin transl, whose call it bears; cell count; measured here: cell count, cytotoxicity flag
# MT stabilize HCS Hoechst-high %: second read-out of MT stabilize HCS, no call of its own (marks repeat the call); % Hoechst-high responders; measured here: nuclear condensation Hoechst responders;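 share of cells brighter than vehicle mean plus two SD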
# MT stabilize HCS cytotoxicity %: also measured in MT stabilize HCS; calls as there; toxicity, %; measured here: cytotoxicity by cell density;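 0% = mean cell density of plate MIN control wells and 100% = no cells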
# Autophagy mod cell loss 18 h: second read-out of Autophagy mod, no call of its own (marks repeat the call); toxicity, %; measured here: cell loss, nuclei count;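 cell loss after 18 h compound exposure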
# Starred values were filed as active, the others as inactive; i = inactive; x = not tested or not shown; + = active, no number.
# Every second line gives: MT stabilize HCS Hoechst-high %	b-catenin transl	Insulin prom up	P. falciparum M17LAP	MT stabilize HCS cytotoxicity %	NOD1 NF-kB reporter	Dynein transport cytoplasmic EGFP	Dynein transport	MT stabilize HCS	NOD2 inhibition	Autophagy mod	Dynein transport cell count	Dynein transport nuclear GR-EGFP	Yfh1-off respiration	Autophagy mod cell loss 18 h	b-catenin transl cell count 5 µM	Insulin prom up cell count
Cc1ccn(CCC(=O)O)n1
→ 2.6	-0.5	0.9	-3%	7.8	-35%	-0.19	0.15	3.3	3%	i	0.16	0.024	i	3	1130	1379
O=C(Cc1ccc(Cl)cc1Cl)Nc1cccc(S(=O)(=O)Nc2ccccc2F)c1
→ 3.4	x	0.59	11%	5.5	-8%	-0.32	0.11	2.5	-11%	i	0.41	-0.35	i	0	x	1241
COc1cc(C=O)ccc1Oc1nc(Nc2ccc(F)cc2F)nc(N2CCOCC2)n1
→ 1.9	-2.1	0.06	18%	1.4	-31%	-0.19	1.3	2.8	6%	i	-0.32	0.27	i	4	1141	1260
CCOC(=O)c1c(C)n(C)c2ccc(OC)c(NS(=O)(=O)CC)c12
→ 2.9	-1.4	0.29	4%	6.5	-40%	-0.2	-1.7	2.1	6%	i	-0.18	-1.1	i	-8	1086	1484
Nc1nc(-c2ccc(Cl)cc2)nn1C(=O)c1cccs1
→ 2.7	-2.9	-0.56	2%	3.7	-24%	-0.25	-0.89	1.8	-10%	i	1.4	-0.56	i	18	1054	1301
CN(C)CCCNc1cc(C(C)(C)C)nc2c(-c3ccccc3)cnn12
→ x	3.8	-1.1	-3%	x	-15%	4.4	0.54	x	-119%	x	-6	0.86	i	x	1089	815
COCCNC(=O)c1ccccc1NC(=O)Nc1ccccc1
→ 2.3	-0.6	0.46	-4%	5.5	-41%	-0.28	0.44	1.8	0%	i	-0.51	0.38	i	-19	1439	1431
COc1ccccc1C(C)NCC(=O)Nc1ccccc1C(F)(F)F (stereo not given)
→ 2.2	-0.3	0.32	-15%	2.4	45%	-0.29	0.35	2.9	-7%	i	-0.09	-0.3	i	-12	971	1284
O=C(COc1ccc(Br)cc1)N1CCc2ccccc2C1
→ 3.2	0.2	0.15	7%	9.3	-35%	-0.31	0.7	2.6	7%	i	-0.11	0.61	i	1	1541	1411
CC(C)CNC(=S)NNC(=O)c1csc2ccccc12
→ 2.5	-5.5	-0.13	3%	7.0	-9%	0.15	-0.66	2.7	-28%	i	0.24	-0.019	i	-2	1239	719
N=c1n(CCN2CCCCC2)c2ccccc2n1CC(O)COc1ccccc1 (stereo not given)
→ 2.8	-1.0	-1.3	2%	7.7	-28%	-0.13	1.8	3.3	-4%	+	-1.6	1.1	i	-7.0*	1336	728
Cn1c(N2CCN(C(=O)Nc3ccc(C(F)(F)F)cc3)CC2)nc2ccccc21
→ 1.5	-1.2	-0.89	-1%	7.5	13%	-0.2	-0.91	1.6	8%	i	0.75	-0.52	i	0	1107	804
O=C(NC1CCN(C(=S)NCc2ccco2)CC1)c1ccc(F)cc1
→ 1.6	-3.4	-0.53	0%	5.9	-6%	-0.2	-0.67	3.8	15%	i	-0.62	-0.54	i	-26	1246	1275
CC1(C)Cc2nc3sc4c(N(CCO)CCO)nnnc4c3cc2CO1
→ 1.6	1.3	-0.36	-60%	5.5	-22%	-0.31	0.28	3.0	-16%	i	0.48	-0.021	i	1	1095	1166
C=CCn1c(SCn2nnc3ccccc3c2=O)nnc1-c1ccc(Br)cc1
→ 0.4	4.4	-1.1	8%	17	-27%	-0.2	0.24	2.4	-2%	i	0.95	0.5	i	-5	1081	1186
COc1cccc(C2=NOC(C(=O)NCc3ccco3)C2)c1 (stereo not given)
→ 4.9	x	x	17%	0.4	8%	-0.4	2.5	10	-64%	i	-0.94	1.3	x	18	x	x
CC(=O)Nc1ccc(C(=O)NCC(=O)OCc2c(F)cccc2Cl)cc1
→ 2.3	-3.2	0.32	0%	2.4	-27%	-0.23	-0.61	1.6	1%	i	0.68	-0.11	i	14	1057	1638
CCOC(=O)N1CCC(=NNC(=O)COc2cccc(C)c2)CC1
→ 1.7	0.1	1.2	0%	9.7	-24%	-0.24	-0.18	6.1	6%	i	0.12	-0.084	i	1	1023	1397
CCOC(=O)N1CCN(C(=O)C2CCC(CNS(=O)(=O)c3ccc(Cl)cc3)CC2)CC1 (stereo not given)
→ 0.4	x	x	-2%	8.2	-2%	-0.4	-0.21	6.2	-4%	i	0.23	0.2	i	-4	x	x
CC(C)Cn1c(N)cc(=O)n(C)c1=O
→ 3.2	-0.8	-0.18	-4%	7.8	-32%	-0.27	0.59	3.3	11%	i	-0.74	0.54	i	-5	1025	1194
Cn1c(=O)c2c(ncn2CC(=O)Nc2cccc(S(=O)(=O)Nc3ccccc3F)c2)n(C)c1=O
→ 2.2	-1.2	0.8	9%	5.3	-17%	-0.31	-0.35	4.3	11%	i	1.1	-0.014	i	16	1079	1646
COC(=O)CCC(=O)OC1(C)C(=O)C=C2C=C(C3CC3)N(C(CO)CO)C=C2C1=O (stereo not given)
→ x	0.0	0.4	5%	x	-8%	-0.39	-0.055	x	-11%	x	-0.46	0.047	i	x	1234	965
CCOc1nc(NC(=O)NS(=O)(=O)c2cccc(Cl)c2)nc(-c2ccccc2)n1
→ 4.6	-3.4	-0.22	1%	4.1	-12%	-0.31	-0.17	1.3	16%	i	0.16	-0.28	i	6	538	1361
C/C(CC(=O)Nc1ccccc1F)=N\NC(=O)Cc1ccc(Cl)cc1
→ 2.3	-1.8	-0.15	-16%	3.5	-12%	-0.33	-0.39	2.9	-4%	i	0.13	-0.059	i	-1	1046	1227
C/C(NC(=O)c1cccs1)=C1\C(=O)C[C@@H]2[C@H]1C2(C)C
→ 2.1	-1.5	0.48	5%	8.0	-8%	-0.36	-0.34	2.7	-24%	i	0.14	-0.15	i	7	1165	1222
OCC1(CCc2ccccc2)CCN(Cc2c(F)ccc(F)c2F)CC1
→ 2.7	0.2	-0.17	-11%	12	-16%	-0.17	-0.94	2.6	2%	i	-0.42	-0.53	i	7	1500	1040
Cn1c(O)c(N=Nc2ccc(F)cc2)c2ccccc21
→ 1.8	-1.3	-0.29	9%	8.7	-49%	-0.095	-0.59	2.1	-41%	i	0.9	-0.2	i	14	1076	1253
O=C(CCCCCN1C(=O)CCC1=O)Nc1ccc2c(c1)OCCO2
→ 2.5	x	x	-5%	8.9	-13%	0.018	4	6.6	-4%	i	-3.2	3.9	i	4	x	x
O=C(NCc1ccco1)c1ccc(-c2cccc(Cl)c2)o1
→ 2.0	-1.5	-0.03	15%	8.8	0%	-0.15	0.18	2.7	-58%	i	0.93	0.15	i	18	1024	1466
O=Nc1c2nc3ccccc3n(O)c-2c2ccccc12
→ 2.3	3.9	-0.06	7%	2.2	-26%	0.0095	-1.1	9.7	-47%	i	0.6	-0.38	i	6	1285	1260
CCOc1ccc(C(=O)NCC(=O)OCc2cc([N+](=O)[O-])cc3c2OCOC3)cc1OCC
→ 1.4	-2.3	0.95	13%	0.3	-12%	-0.089	-0.96	1.1	9%	i	0.67	-0.37	i	5	1151	1485
COc1ccc(COC(=O)N/N=C(\C)CC(=O)Nc2ccc(Cl)cc2)cc1
→ 2.3	-0.2	-0.21	0%	4.0	-28%	-0.34	0.72	1.9	-18%	i	-0.0054	0.064	i	17	884	1321
O=C(COc1ccccc1)NNC(=O)COc1ccc([N+](=O)[O-])cc1
→ 1.4	0.5	-0.44	7%	4.9	-19%	-0.26	-0.29	2.0	-1%	i	0.53	-0.12	i	-1	1123	1181
Cc1cccc(N(CC(=O)NCc2ccc3c(c2)OCO3)C(=O)CCC(=O)Nc2ccccn2)c1C
→ 1.7	-1.4	x	25%	11	-26%	-0.21	-0.35	1.9	-10%	i	0.045	-0.051	i	-3	1157	x
O=C(O)COc1c(-c2ccc(Cl)cc2)oc2ccccc2c1=O
→ 1.7	8.0	0.67	2%	7.9	-22%	-0.29	-0.059	4.9	-24%	i	0.01	0.2	i	6	861	1314
Cc1cc(=O)oc2cc(OCC(=O)N3CCOCC3)ccc12
→ 1.0	-1.1	-0.15	9%	4.3	-11%	-0.26	-0.7	2.4	14%	i	0.016	-0.83	i	-4	1164	1193
CCn1c(C(Cc2ccccc2)NC(=O)COC)nc2ccccc21 (stereo not given)
→ 2.9	-2.4	-0.63	-5%	8.4	-4%	-0.22	-0.41	1.4	-8%	x	-0.09	0.017	i	x	1254	1890
CCCc1nc(SCC(=O)N2CCCc3ccccc32)c2c(=O)n(C)c(=O)n(C)c2n1
→ 1.8	1.8	-2.7	5%	0.3	-6%	-0.16	-0.49	4.3	11%	x	-0.09	0.031	i	x	995	1600
CC(Oc1ccccc1)C(=O)NC1C(=O)N2C1SC(C)(C)C2C(=O)O (stereo not given)
→ 1.1	1.1	-0.03	8%	7.8	-13%	-0.38	0.34	3.7	9%	i	0.028	0.31	i	-16	1436	1397
O=C(Cn1nnc(-c2cccc(C(F)(F)F)c2)n1)NC1CCCC1
→ 2.4	-6.2	-0.87	-8%	0.8	-9%	-0.32	-0.056	2.6	16%	i	0.33	0.55	i	-14	931	891

# The list is partial (hit frequency here may not be typical).
